Source: PubChem BioAssay (several laboratories)
IEC-6 tox: counter-screen for KLF5 inhibitors: cytotoxicity in IEC-6 cells. IEC-6 cytotoxicity, luminescence viability. inhibition, % at 5 µM. 290,000 compounds, 0.78% hits; in the data active means inhibition above about 22%;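 further: 0% = plate median of test compound wells and 100% = cytotoxic reference compound wells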
HIF activator: HIF pathway transcriptional activation; 300,000 compounds, 0.32% hits; U2OS HRE-luciferase reporter, luminescence; normalized: DMSO 0%, desferrioxamine 100%; activation, % at 7.5 µM (by protocol);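 active means mean activation of at least 10% of the iron chelator positive control signal, with at least half of replicates also reaching 10%; inconclusive means mean and replicate majority disagree about reaching 10%; inactive means mean and most replicates under 10%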
KLF5 inh: suppresses KLF5 promoter-driven expression; DLD-1 KLF5 promoter-luciferase reporter, luminescence; inhibition, % at 5 µM; 290,000 compounds, 0.23% hits; AID 1700;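 active means inhibition above a per-plate limit of that plate's mean compound inhibition plus 3 SD, cut at about 60% in these data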;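 further: 0% = DMSO wells and 100% = LY294002 at 200 µM; higher means less KLF5 promoter-driven luciferase light; inactives centre near -14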
AI-2 QS mod: modulates the Vibrio harveyi AI-2 quorum sensing system. 300,000 compounds, 0.4% hits. activity change, % at 7.5 µM. Vibrio harveyi JMH597 AI-2 luminescence/OD600 ratio, 9 h; stronger effect = lower value; strain lacks LuxN and CqsS sensors; 0 = neutral-control median; in the data active means activity change below about -75%, passing the limit was not always enough; inconclusive means no clear call, values can overlap the other calls;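 further: luminescence divided by OD600 gain over 9 h not by final OD600 alone; inactives centre near 13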
HDAC3 inhib: human HDAC3 inhibition; inhibition, % at 8.3 µM; 320,000 compounds, 0.15% hits; recombinant HDAC3, fluorogenic peptide/trypsin coupled, fluorescence; O15379; in the data active means inhibition above about 26%, passing the limit was not always enough; inconclusive means no clear call, values can overlap the other calls
Target sequence (O15379 whole entry, looked up): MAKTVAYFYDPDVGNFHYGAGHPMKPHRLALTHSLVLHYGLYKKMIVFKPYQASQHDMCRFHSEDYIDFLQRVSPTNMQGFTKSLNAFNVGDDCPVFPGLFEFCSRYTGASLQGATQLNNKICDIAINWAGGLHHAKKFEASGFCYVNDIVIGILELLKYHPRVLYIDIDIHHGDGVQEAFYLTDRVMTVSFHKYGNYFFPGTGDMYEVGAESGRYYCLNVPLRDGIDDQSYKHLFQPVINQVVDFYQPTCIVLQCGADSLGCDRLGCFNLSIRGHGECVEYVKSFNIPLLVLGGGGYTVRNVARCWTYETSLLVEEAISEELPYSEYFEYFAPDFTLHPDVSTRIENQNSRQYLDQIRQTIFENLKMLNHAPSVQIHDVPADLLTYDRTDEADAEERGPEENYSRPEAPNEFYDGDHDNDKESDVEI
HSF1 activator: increases HSF-1 driven luciferase reporter signal; activation, % at 9 µM; NIH3T3-HGL HSF-1 luciferase reporter, MG132, 8 h; 100% = twice DMSO control signal; 300,000 compounds, 1.7% hits; AID 504408;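 active means mean replicate activation of at least 50% with a set share of replicates each reaching 50%; inconclusive means only one of those two conditions met; inactive means mean below 50% and too few replicates reaching it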;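 further: 0% = median of the neutral control wells and 100% = twice that signal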
HSF1 inhib: HSF1 inhibition | activity change, negative = inhibition, % at 7.5 µM (by protocol) | NIH3T3-HGL HSE-luciferase, MG132-induced, luminescence 8 h; stronger effect = lower value | AID 2098 | 300,000 compounds, 0.77% hits;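 active means more than half of replicate wells show activity change below -50%, luminescence cut by over half; inconclusive means some wells, but at most half, below -50%; inactive means no replicate well below -50%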;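 further: luciferase reports HSF-1 transcriptional activity via heat shock element; 0% = median of DMSO wells and -100% = zero luminescence signal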
HSP90 refold inh: inhibitors of HSP90 luciferase refolding in rabbit reticulocyte lysate | luciferase refolding luminescence, 3 h | inhibition, % at 5.6 µM | 290,000 compounds, 0.91% hits;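 active means inhibition above the screen-wide mean plus 3 SD, computed separately per campaign, cut at about 16% in these data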;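 further: 0% = DMSO wells and 100% = 60 µM geldanamycin wells; inhibitors lower the luminescence because luciferase stays unfolded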
aSyn 5UTR inh: 5' untranslated region of α-synuclein, MLPCN primary screen; inhibition, % (tested at 7.5 µM); 300,000 compounds, 0.82% hits; alpha-synuclein 5'UTR reporter, inhibitor activity; in the data active means inhibition above about 60%; inconclusive means no clear call, values can overlap the other calls;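 further: H4 neuroglioblastoma cells stably carrying SNCA 5'UTR luciferase fusion; 0% = DMSO wells and 100% = positive control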
Platelet DG rel: modulates dense granule release in human platelets; inhibition, %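 (compounds screened at 7.5 µM in platelet-rich plasma)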; AID 1663; 300,000 compounds, 0.22% hits; human platelet-rich plasma, SFLLRN dense granule ATP release, luminescence;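 active means mean replicate score, as percent of positive control, at or above 50; inconclusive means mean below 50 but at least one replicate at or above 50; inactive means mean and every replicate below 50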
An asterisk follows results filed as active; ? = inconclusive; . = not tested or not shown.

SMILES	IEC-6 tox	HIF activator	KLF5 inh	AI-2 QS mod	HDAC3 inhib	HSF1 activator	HSF1 inhib	HSP90 refold inh	aSyn 5UTR inh	Platelet DG rel
COc1ccc(-c2nc(CN3CCCCC3c3cccnc3)c(C)o2)c(F)c1 (stereo not drawn)	-4	-0.7	-2	-5	0	12	-2	-2	5	-3
O=C(CCC(=O)c1ccc(Oc2ccccc2)cc1)Nc1cccc(Cl)c1	2	-0.5	-9	19	2	19	-9	5	24	-6
COC(=O)Cc1ccc(N(Cc2ccccc2F)S(=O)(=O)c2ccc(Cl)cc2)cc1	3	-0.5	-21	8	6	7	2	-2	-32	-4
Cc1onc(-c2ccccc2)c1C(=O)Nc1nnc(C(C)C)s1	-1	-0.5	-39	-13	0	27	-5	-2	-1	5
Nc1nc(N)nc(-c2ccc(Oc3ccccc3)cc2)n1	-9	0.3	-58	-73	-3	-8	-2	-5	-12	-2
CCOc1ccc(-n2c(SCc3nc(-c4cccs4)no3)nnc2-c2ccncc2)cc1	0	-0.3	-31	27	-3	-39	-25	0	15	2
Cc1cc(S(=O)(=O)N2CCCOC2CNC(=O)C(=O)NCc2cccs2)ccc1F (stereo not drawn)	3	-0.3	-8	1	-2	-5	1	-2	11	-7
Cc1ccc(OCc2cn3cccnc3n2)cc1	-8	1.0	-95	21	6	28	10	3	-62	-5
CCCC(=O)c1ccc(N2CCCCC2)c(F)c1	4	1.2	-33	14	5	6	5	3	-126	-5
COc1ccc2[nH]cc(CCNC(=S)NC3CCCC3)c2c1	0	-0.9	-3	9	0	-20	7	-3	7	-7
O=C(c1cc(COc2ccc(F)c(F)c2)on1)N1CCOCC1	1	2.8	-64	-7	0	28	17	-2	-68	-16
O=C(CCn1c(=O)oc2ccccc21)NCCN1CCc2ccccc2C1	-2	-0.3	-9	6	3	23	9	-2	-5	-4
Cc1ccc(NC2CCCN(C(=O)CCn3nccc3C)C2)cc1C (stereo not drawn)	-7	-0.2	-35	6	2	21	21	3	-5	0
Cc1cc(C)cc(OCc2nnc(SCC(=O)OC3CCCCC3)o2)c1	1	-0.6	-20	9	3	15	4	1	7	6
CC1CCC2C(=O)N(c3ccc(C(=O)Oc4cccc5cccnc45)cc3)C(=O)C2C1 (stereo not drawn)	-8	0.4	-17	8	0	11	23	0	11	12
COc1ccc(C2N(C(=O)C(F)(F)F)C(C)CN2S(=O)(=O)c2ccc(C)cc2)cc1 (stereo not drawn)	-2	-0.8	-21	6	3	22	11	3	-12	-11
CC(C)(C)C1CCc2onc(C(=O)NC3CCCC3)c2C1 (stereo not drawn)	-13	0.2	-3	7	?	-5	-8	4	17	5
O=C(CSc1nnc(NC(=O)C2CC2)s1)NCc1ccccc1	-5	0.3	-10	18	1	-1	-8	0	5	18
O=C(NCC1CCOCC1)c1ccc2nc(Cc3cccc(Cl)c3)oc2c1	4	3.0	-65	10	-11	54*	12	-3	-79	-3
CCOC(=O)Cn1nc(-c2ccccc2)c2ccccc2c1=O	2	-0.2	-5	10	4	.	.	-2	-35	-4
Cc1ncc(CO)c2c1Oc1nc(-c3ccccc3)nc(SCC(=O)N(C)c3ccccc3)c1C2	3	-0.8	0	27	.	-3	-6	3	6	-14
Cc1ccc(CNC(=O)Nc2ccc(F)cc2)n1C	0	0.9	5	10	-2	1	-7	0	-27	-5
CC1Oc2ccccc2N(CC(=O)NCc2ccccc2)C1=O (stereo not drawn)	4	1.8	-46	18	2	-90	-88*	7	-91	-2
CCc1n[nH]c(=S)n1/N=C/C(C)=C\c1ccccc1	8	0.0	-31	16	-7	-14	-5	3	11	2
Clc1ccc(C#Cc2cccnc2)cc1	.	4.2	.	10	-1	23	5	.	-187	-4
S=C1NCCc2ccc(Cl)cc2C1c1ccccc1Cl (stereo not drawn)	-3	-0.9	0	-3	6	1	9	6	15	1
CCOc1ccc(Br)cc1C(=O)N/N=C/c1cccnc1	11	-0.1	-20	4	3	-10	-7	5	-9	4
Cc1ccc(S(=O)(=O)NC(C)(C)CSc2nnc(Nc3ccccc3)s2)cc1	-4	-0.4	-23	21	9	10	4	-3	17	5
CCc1c(O)nc(SCC(=O)Nc2nc3ccccc3s2)n(C2CCCCC2)c1=O	-8	0.0	-43	24	9	17	0	-2	-27	-23
COc1cc(/C=C2\C(=N)N3N=C(S(C)(=O)=O)SC3=NC2=O)cc(OC)c1OCCOc1cccc(C)c1	-3	0.1	-57	35	4	35	0	0	14	-3
CCSc1nnc(C)n1-c1ccc(C(=O)O)cc1	0	-0.1	-1	8	11	12	3	0	-5	4
COc1ccc(NS(=O)(=O)c2ccc(OC)c3ccccc23)cn1	0	-0.5	-26	14	4	13	-2	-3	1	2
COc1cccc(NC(=O)C2CCCN(S(=O)(=O)c3cccc4nonc34)C2)c1 (stereo not drawn)	-4	0.1	-37	20	-1	-3	3	1	6	3
COc1ccccc1/C=C1\SC(=S)N(CCC(=O)NCCCN2CCOCC2)C1=O	-3	-0.2	-6	10	1	30	18	2	-8	3
O=C(Nc1ccccc1C(=O)NC(Cc1ccccc1)C(=O)O)c1ccccc1 (stereo not drawn)	2	-0.3	-21	18	-1	-1	-3	3	7	2
Cn1c(=O)c2ccccc2n(Cc2cccc(F)c2)c1=O	5	-1.8	-18	10	0	1	-1	1	19	3
COc1ccc(C2N(c3cc(Cl)ccc3OC)C(=O)C3CCCN32)cc1OC (stereo not drawn)	7	0.2	-12	19	5	-7	0	1	-13	-1
O=C(/C=C/c1cccc(Cl)c1)NCCN1CCOCC1	-2	0.8	-1	23	-1	-2	3	0	-1	-5
Cc1cc(C)cc(OCCCn2ccnc2)c1	2	-2.6	-3	28	-4	-14	0	-3	5	0
CCCCNC(=O)C1c2cc(OC)c(OC)cc2C(=O)N(C)C1c1cccs1 (stereo not drawn)	0	-0.4	-26	0	7	-17	-10	-2	-2	9
CSc1ccc(N=Nc2c(C)[nH]n(C)c2=O)cc1	-4	0.7	-9	-6	-2	16	20	0	-62	2
C=CCNC(=O)c1c(O)c2cccc3c2n(c1=O)CCC3	16	-0.1	-15	6	0	5	-2	-3	26	-8
Cc1ccc(-c2ccc(C(=O)O)o2)cc1Cl	-11	0.0	-22	39	.	2	4	-2	-20	5
Cc1c(CCC(=O)O)c(=O)oc2cc(OCc3ccccc3F)ccc12	-4	-0.2	-7	32	-12	4	-4	0	1	-4
CC(=O)Nc1ccc(NC(=O)CCCn2cnc3ccccc3c2=O)cc1	-4	-21	-27	2	-3	27	12	-3	-19	-4
CSc1ccccc1OCc1cc(C(=O)NCCCc2ccccc2)no1	-1	-0.4	-8	28	-3	1	0	1	6	-7
CCSc1nc2sc3c(c2c(=O)n1-c1ccc(C)cc1)CCN(C)C3	-5	-0.3	6	21	.	-1	0	7	9	-2
CCCCNC(=O)CSc1nnc(-c2ccc(S(=O)(=O)N3CCCC3)cc2)n1C	1	-0.2	0	16	-2	-15	5	-4	7	3
O=C(NCCC1=CCCCC1)C1CCN(Cc2cnn(-c3ccccc3)c2-n2cccc2)CC1	-3	0.1	-11	23	3	12	-8	2	1	-8
C/C(=N\NC(=O)c1ccccc1C)c1ccc(NC(=O)c2cccs2)cc1	9	1.8	-118	25	-3	33	17	1	-148	6
c1ccc(CNCC2COc3ccccc3O2)cc1 (stereo not drawn)	8	-0.6	1	43	-4	15	2	1	-35	1
O=C(CN1C(=O)NC2(CCOc3ccccc32)C1=O)c1ccc(Cl)cc1 (stereo not drawn)	.	-0.4	.	-54	11	14	4	.	-1	8
O=C(CSc1nnc(COc2ccc(Cl)cc2)o1)N1CCCCC1	0	-4.0	-20	-4	4	14	7	-1	-6	15
CCOc1cnc(-c2c(-c3ccccc3Cl)noc2C)o1	-4	-0.2	7	3	4	-9	-2	3	15	3
CCOC(=O)c1c(C)[nH]c(C)c1S(=O)(=O)NCC1CCN(Cc2ccc(C)cc2)CC1	10	-0.3	-16	15	3	-2	-5	-2	30	5
CCCC(=O)N1CCc2cc(-c3nc(N)sc3C)ccc21	5	1.4	-44	8	4	22	2	-2	-208	10
Cc1ccccc1N(C)S(=O)(=O)c1nnc(NC(=O)c2ccco2)s1	-4	0.1	-6	14	-2	-13	-10	3	-11	-8
O=C(CC(C(=O)O)c1ccc(Cl)cc1)c1ccccc1 (stereo not drawn)	-3	-0.3	-9	32	-4	-2	-14	1	18	3
Cc1ccc(-c2nc(N)n(S(=O)(=O)c3ccc(C)cc3)n2)cc1	-2	0.0	-10	21	-2	7	2	1	7	3
COc1cc(C=O)ccc1Oc1nnnn1-c1ccccc1	5	-0.8	-10	23	-13	4	-8	1	-21	-4

Ordered by number of heavy atoms (high to low): 3 of the compounds above
SMILES	IEC-6 tox	HIF activator	KLF5 inh	AI-2 QS mod	HDAC3 inhib	HSF1 activator	HSF1 inhib	HSP90 refold inh	aSyn 5UTR inh	Platelet DG rel
O=C(CN1C(=O)NC2(CCOc3ccccc32)C1=O)c1ccc(Cl)cc1 (stereo not drawn)	.	-0.4	.	-54	11	14	4	.	-1	8
Cc1ccccc1N(C)S(=O)(=O)c1nnc(NC(=O)c2ccco2)s1	-4	0.1	-6	14	-2	-13	-10	3	-11	-8
O=C(CC(C(=O)O)c1ccc(Cl)cc1)c1ccccc1 (stereo not drawn)	-3	-0.3	-9	32	-4	-2	-14	1	18	3

More compounds follow.
SMILES	IEC-6 tox	HIF activator	KLF5 inh	AI-2 QS mod	HDAC3 inhib	HSF1 activator	HSF1 inhib	HSP90 refold inh	aSyn 5UTR inh	Platelet DG rel
Cc1ccc(Cl)cc1N(CC(=O)Nc1cccc(N(C)S(C)(=O)=O)c1)S(C)(=O)=O	10	0.2	-7	-1	-1	9	3	0	-9	2
CCc1nnc(NC(=O)c2ccc(COc3ccc(C)cc3)o2)s1	-5	-0.5	-13	24	-1	-11	3	-1	-10	7
COc1ccc(C2C(C(C)=O)=C(O)C(=O)N2CCc2ccccc2)c(OC)c1 (stereo not drawn)	-1	0.3	-37	1	-1	20	9	-2	-6	0
COc1cccc(OCc2nnc(SCC(=O)NCc3ccco3)n2CCc2ccccc2)c1	-6	0.0	-14	6	11	27	11	5	6	-5
COc1cccc(C(=O)CC(C(=O)O)c2ccc(F)cc2)c1 (stereo not drawn)	3	0.3	-21	57	-1	3	-1	-2	-5	3
Cc1ccc(C(=O)n2c3ccccc3c3ccccc32)cc1	5	0.6	-20	4	2	-6	1	17*	8	2
CC(C)CNC(=O)NC(=O)CSc1nc2ccccc2n1CC(C)C	1	-0.1	-16	-7	3	3	2	0	-3	2
O=C(Nc1cccc(O)c1)c1ccc([N+](=O)[O-])cc1Cl	1	0.8	-26	26	10	1	-8	-3	-86	6
CN(CC(=O)Nc1ccc(N2CCOCC2)cc1)C(=O)CCc1cc(C(C)(C)C)c(O)c(C(C)(C)C)c1	.	-0.1	.	.	8	3	8	.	12	-1
CC(C)N(C(=O)C(F)(F)F)C(C(=O)NC1CCCCC1)c1ccncc1 (stereo not drawn)	2	0.1	-18	11	3	2	-1	-1	-7	6
O=C(Nc1cccc(F)c1)c1ccccc1	3	1.9	-104	-1	1	-6	9	-4	-61	2
CCN(CC(=O)Nc1c(F)cccc1F)C(=O)c1cccc(S(=O)(=O)N(C)c2ccccc2)c1	.	-46	.	23	0	19	15	.	15	-7
